GLD-1 TGE inh = GLD-1/TGE RNA complex disruptors, primary screen, biochemical, fluorescence polarization; Female germline-specific tumor suppressor gld-1 (Caenorhabditis elegans), Q17339; purified GLD-1 + fluorescein TGE RNA; inhibition, % at 5.96 µM; actives 0.44% (n = 320,000);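 active = percent inhibition above a per-plate cutoff, the plate mean of test compounds plus 3 SD, cut at about 30% in these data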;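 note: 0% = DMSO wells with GLD-1 and probe and 100% = wells lacking GLD-1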
PME-1 inh = PME-1 inhibitors via competitive probe labeling, primary screen, biochemical, fluorescence polarization, FP-Rh probe, HTS | inhibition, % at 5.9 µM | Protein phosphatase methylesterase 1 (Homo sapiens), Q9Y570 | recombinant PME-1 | AID 2130, 2009 | actives 0.53% (n = 320,000);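 active = inhibition above the campaign mean of all compounds plus 3 SD, cut at about 26% in these data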;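 note: competitive labeling of PME-1 active site by serine hydrolase directed probe; 0% = PME-1 with DMSO and 100% = wells lacking PME-1 enzyme; inhibitors block probe labeling so polarization falls and inhibition rises; many of its hits are not listed in these tables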
GRK2 inh = compounds blocking aptamer binding on GRK2 – biochemical, human GRK2, bead flow cytometry, HTS, primary screen; Beta-adrenergic receptor kinase 1 (Homo sapiens), P25098; actives 0.59% (n = 330,000); FAM-aptamer displacement from GRK2; inhibition of aptamer binding, % at 10 µM;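 active = inhibition of aptamer binding above 40%, roughly 3 SD of noise, on plates passing a quality check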;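 note: median bead fluorescence of bound FAM aptamer so fluorescent compounds give negative values; no value below 0 was filed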
Target sequence (P25098 whole entry, looked up): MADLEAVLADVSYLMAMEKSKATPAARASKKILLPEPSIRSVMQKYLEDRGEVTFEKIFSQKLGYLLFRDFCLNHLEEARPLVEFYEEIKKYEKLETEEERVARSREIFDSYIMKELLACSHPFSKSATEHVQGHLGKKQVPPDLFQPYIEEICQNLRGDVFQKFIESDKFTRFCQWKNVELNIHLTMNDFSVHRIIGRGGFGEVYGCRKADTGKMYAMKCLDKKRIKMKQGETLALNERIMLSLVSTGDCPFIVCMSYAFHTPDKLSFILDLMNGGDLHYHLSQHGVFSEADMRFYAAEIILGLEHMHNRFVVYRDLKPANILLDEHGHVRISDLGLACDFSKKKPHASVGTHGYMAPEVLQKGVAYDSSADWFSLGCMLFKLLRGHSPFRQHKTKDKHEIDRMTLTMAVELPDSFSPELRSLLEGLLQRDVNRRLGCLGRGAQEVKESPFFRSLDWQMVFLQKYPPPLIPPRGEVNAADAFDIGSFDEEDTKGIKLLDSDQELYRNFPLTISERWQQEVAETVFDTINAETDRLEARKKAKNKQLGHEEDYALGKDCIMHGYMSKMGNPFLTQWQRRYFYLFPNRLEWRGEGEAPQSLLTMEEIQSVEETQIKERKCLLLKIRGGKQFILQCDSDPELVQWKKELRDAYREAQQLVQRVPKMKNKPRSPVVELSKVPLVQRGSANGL
Efflux pump inh = inhibitors of Candida efflux pumps in yeast, primary screen, S. cerevisiae, Nile Red, multiplex | S. cerevisiae Candida pump triplex | AID 485275, 2010 | inhibition, % at 10 µM | actives 0.44% (n = 330,000);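 active = plate passing quality check with inhibition over a set limit, or well fluorescence over plate mean plus 4 SD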;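 note: Nile Red retained in pooled yeast measured as flow cytometry median fluorescence; 0% = buffer negative control and 100% = Enniatin B positive control; higher means more Nile Red kept so more efflux inhibition; some compounds called inactive have numbers as strong as hits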
MEX-5 binding = MEX-5 zinc finger RNA-binding disruptors – biochemical, C. elegans, fluorescence polarization, MLPCN library, primary screen; Zinc finger protein mex-5 (Caenorhabditis elegans), Q9XUB2; MEX-5/FITC-TCR2 RNA binding; stronger effect = lower value; activity score (negative = inhibition of binding), % at 10 µM; actives 0.38% (n = 300,000); AID 1832, 2009;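 active = inhibition past about -25% in most replicates, and total fluorescence under double the plate's negative control median, limit read from the data; inconclusive = replicates evenly split on the limit, or fluorescence at least double controls; inactive = too little inhibition in most replicates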;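 note: 0% = DMSO and -100% = 5 µM competing unlabeled TCR2 RNA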
VLA-4 inh = inhibition in human VLA-4 binding assay, primary screen, VLA-4 allosteric modulator project, MLPCN library, flow cytometry, VLA-4 expressing cells | actives 0.2% (n = 330,000) | ligand binding flow cytometry | AID 2557, 2010 | inhibition, % (about 7 µM as worked out from the volumes in the protocol); in the data active = inhibition above about 50%
BCLXL inh = inhibitors of human Bcl-xL, primary screen, biochemical, fluorescence polarization, HTS; GST-Bcl-xL / FITC-Bim BH3 peptide fluorescence polarization; inhibition, % at 10.9 µM; actives 0.7% (n = 320,000);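 active = inhibition above the mean of all tested compounds plus 3 SD, cutoff set per campaign, cut at about 30% in these data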;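 note: 0% = DMSO wells and 100% = unlabeled Bim-BH3 peptide competitor; inhibitors lower millipolarization by displacing the labeled peptide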
Target sequence (Q07817 whole entry, looked up): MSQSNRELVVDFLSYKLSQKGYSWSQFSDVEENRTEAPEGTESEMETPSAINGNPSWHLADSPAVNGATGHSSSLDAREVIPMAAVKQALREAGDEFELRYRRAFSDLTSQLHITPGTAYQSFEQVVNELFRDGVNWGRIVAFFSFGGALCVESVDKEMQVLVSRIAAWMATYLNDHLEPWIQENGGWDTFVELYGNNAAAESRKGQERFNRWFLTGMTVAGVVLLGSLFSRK
MCL1-BIM inh = inhibitors of MCL1 binding to BIM-BH3, primary screen, biochemical, fluorescence polarization | Induced myeloid leukemia cell differentiation protein Mcl-1 (Homo sapiens), Q07820 | GST-MCL1 / FITC-Bim-BH3 fluorescence polarization | inhibition, % at 10.9 µM | actives 0.68% (n = 320,000);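 active = inhibition above the mean inhibition of all tested compounds plus 3 SD, set per campaign, cut at about 40% in these data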;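 note: 0% = DMSO wells and 100% = unlabeled Bim-BH3 peptide control; higher means more loss of mP so more displacement of Bim peptide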
Fam108B counter = mouse Fam108B serine hydrolase inhibitors, primary screen, counter-screen for RBBP9 inhibitor project, biochemical, fluorescence polarization; recombinant Fam108B, FP-Rh probe fluorescence polarization; inhibition, % at 9.51 µM; actives 0.33% (n = 300,000);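 active = inhibition above the screen mean inhibition plus 3 SD, computed separately per campaign, cut at about 18% in these data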;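 note: inhibitors lower polarization as less probe binds the enzyme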
An asterisk follows results filed as active; ? = inconclusive; · = no result given.

SMILES	GLD-1 TGE inh	PME-1 inh	GRK2 inh	Efflux pump inh	MEX-5 binding	VLA-4 inh	BCLXL inh	MCL1-BIM inh	Fam108B counter
C=CCN1C(=O)CSC1=Nc1ccc(NC(C)=O)cc1	-2.1	1.7	0.0	0.1	-2.9	4.5	8.7	-0.9	4.3
Cc1oc(-c2cccs2)nc1CN1CCC(CO)(CCOc2ccccc2)CC1	-4.6	-4.2	0.0	0.0	3.9	8.7	7.7	3.8	-0.4
CC1CN(c2ccc(Cl)cc2[N+](=O)[O-])CCN1S(C)(=O)=O (stereo unspecified)	-6.3	-1.6	3.0	-0.1	-0.8	6.2	4.4	5.7	1.8
Cc1ccc(S(=O)(=O)NC2CCCC2)cc1C(N)=O	1.4	2.5	0.0	-4.0	0.2	-3.1	4.6	5.3	1.0
O=C(CN(C(=O)c1csnn1)c1cccc2c1CCCC2)NCc1ccc(F)cc1	6.8	-9.0	1.0	-0.2	-0.2	14.5	6.2	0.1	-0.1
O=C(COC(=O)[C@H](Cc1ccccc1)NC(=O)c1cccs1)Nc1ccccc1C(F)(F)F	6.7	3.1	0.0	0.0	2.0	-3.0	-2.8	-11.2	-3.0
CCOC(=O)c1cnc2c(c(C3CC3)nn2C)c1N1CCOCC1	5.8	-0.3	0.0	0.1	-1.2	8.9	2.7	4.0	-1.8
CCOC(=O)C(=O)N(Nc1ccc(C)cc1)c1ccc(C)cc1	-2.3	7.8	0.0	0.1	0.6	-6.0	1.8	6.9	0.0
COP(=O)(OC)c1nc(-c2ccccc2)oc1N1CCOCC1	2.4	-4.2	0.0	-0.3	0.9	11.7	-0.8	-4.8	-4.5
CCCNC(=O)COc1coc(CN2CCN(c3ccccc3)CC2)cc1=O	6.4	1.1	2.0	-0.1	-0.5	16.3	9.1	6.9	-1.8
Cc1ccc(N2C(=O)Nc3ccccc3C2(O)C(=O)NCCCOC(C)C)cc1C (stereo unspecified)	1.0	-0.7	7.0	0.1	0.3	0.0	-3.4	5.2	-4.5
Cc1nc2nc(CC(=O)O)[nH]n2c(=O)c1[N+](=O)[O-]	6.4	-2.5	10.0	-0.1	0.8	15.7	5.8	8.3	3.1
Cc1ccnc(NS(=O)(=O)c2ccc(NC(=O)c3ccc(S(=O)(=O)N4CC(C)OC(C)C4)cc3)cc2)n1 (stereo unspecified)	1.2	8.6	0.0	0.0	-2.9	-0.8	4.1	5.7	-4.4
CCSC1=N/C(=C\c2ccc(C(=O)O)cc2)C(=O)S1	-6.3	-1.1	2.0	-0.2	-6.2	3.5	5.4	8.4	-1.3
O=c1c2ccccc2c(/C=N/NS(=O)(=O)c2ccccc2)c(O)n1-c1ccccn1	-15.0	-4.0	2.0	0.0	?	-1.8	-40.2	-58.6	-10.0
OC(CN1C2=NCCN2c2ccccc21)c1ccc2c(c1)OCO2 (stereo unspecified)	2.4	7.5	0.0	-0.1	-2.7	11.4	8.8	5.7	-1.3
CN(C(=O)Nc1ccccc1)C1CCCCC1	-5.4	-1.0	1.0	0.0	1.4	0.2	-2.0	2.3	-1.9
OC(CCc1ccncc1)c1ccccc1 (stereo unspecified)	9.4	-1.0	0.0	-0.1	0.9	14.8	-0.1	1.9	-6.1
CC(C)(C)[C@@H]1C=C(C(=O)NC2CC2)O[C@H](OCc2ccc(CO)cc2)C1	7.5	0.9	·	·	-1.0	·	7.2	4.9	-0.2
CN(C)S(=O)(=O)c1ccc(S(=O)(=O)N2CCCC(C(=O)NC3CCCC3)C2)cc1 (stereo unspecified)	4.0	-5.1	0.0	0.2	2.3	11.8	4.9	3.9	-1.7
O=C(N/N=C/c1cccs1)C(=O)N1CCCC1	7.4	-2.7	2.0	-0.1	2.6	0.7	6.3	5.2	-1.7
CCC(C(=O)N1CCN(C(=O)c2ccco2)CC1)n1sc2ccccc2c1=O (stereo unspecified)	-7.7	4.9	10.0	0.0	0.1	10.4	-0.6	-12.2	4.5
COc1ccc(C(=O)N2CCC(n3nccc3NC(=O)C3CCOC3)CC2)cc1 (stereo unspecified)	0.6	2.6	0.0	-0.1	-2.0	-11.1	2.4	2.3	-0.4
Nc1nnc(-c2ccc(Cl)cc2)s1	0.3	-1.7	1.0	0.1	2.2	19.9	1.9	-3.7	-3.8
C1CNC(C23CC4CC(CC(C4)C2)C3)=N1	3.2	-3.0	3.0	0.1	2.5	4.2	3.2	3.6	3.7
COc1ccccc1Nc1nc(-c2ccc3c(c2)NC(=O)CO3)cs1	-0.3	25.9	3.0	0.1	-0.8	6.7	5.0	8.0	1.2
O=C(CSc1ccncc1)Nc1ccc(S(=O)(=O)Nc2nccs2)cc1	-3.8	-8.7	3.0	-0.3	0.3	11.8	6.4	10.4	-0.7
O=C(CCNC(=O)c1ccc(Cl)cc1)Nc1c(F)c(F)cc(F)c1F	-1.8	-1.2	3.0	0.0	1.4	9.4	6.3	4.8	1.1
CCc1c(C(=O)Nc2ccc(S(=O)(=O)N3CCOCC3)cc2)csc1C	5.5	0.4	0.0	-0.2	-2.0	-1.0	-3.0	-3.4	2.1
CCc1nc2ccccc2c(NC(=O)CN2CCC(C)CC2)c1C	-13.0	-1.1	0.0	0.1	-0.5	17.6	4.5	6.1	3.5
O=C(Nc1cccc(S(=O)(=O)N2CCCCC2)c1)C1CCCN1S(=O)(=O)c1ccccc1F (stereo unspecified)	0.7	3.7	2.0	0.0	·	-24.1	5.5	12.0	·
Cc1cc(CN(C)C(=O)C2CCC(=O)N(CCc3cccc(F)c3)C2)on1 (stereo unspecified)	-2.6	4.5	21.0	-0.1	1.8	14.1	5.4	8.5	-1.3
COC(=O)C1(c2ccccc2)NC(c2cccs2)C2C(=O)N(c3ccccc3)C(=O)C21 (stereo unspecified)	-5.2	-0.1	0.0	-0.1	-1.5	-4.9	3.1	1.6	3.0
CCOC(=O)c1[nH]c2ccccc2c1NC(=O)CC(C)C	4.9	-0.5	3.0	0.0	-1.3	-5.5	0.2	0.0	1.6
CC(=O)Nc1ccc2nc(C3CC3)n(Cc3ccc(Cl)cc3)c(=O)c2c1	0.1	16.1	0.0	-0.1	1.3	-0.3	5.5	0.6	-0.8
O=C(NCCCn1ccnc1)c1ccc(C(F)(F)F)cc1	5.2	-6.5	0.0	-0.2	-1.3	3.9	0.6	2.3	0.9
Cc1nn(C)c(C)c1CNC(=O)Nc1ccc2c(c1)OCO2	-8.7	3.5	0.0	0.1	-2.1	124.7*	3.2	-2.2	1.3
O=C(CNC(=O)c1ccccc1F)N/N=C/c1cc(Br)ccc1OC(=O)/C=C/c1ccco1	6.0	-11.6	3.0	0.0	3.5	7.2	2.6	7.4	-13.3
CC(/C=N/NC(=O)c1ccncc1)=C\c1ccccc1	5.1	-0.6	1.0	0.0	-0.7	-7.2	2.3	0.0	1.8
CCc1nnc(N/N=C/c2ccccc2Cl)n1N	-2.1	-8.5	1.0	0.1	-1.9	10.2	3.0	6.2	0.0
Cc1ccc(NC(=O)CN2CCN(C(=O)c3ccco3)CC2)cc1	6.2	-0.9	0.0	-0.1	1.3	5.3	2.9	2.2	4.5
O=C1NC(Cc2c[nH]c3ccccc23)C(=O)N1CCOc1ccccc1 (stereo unspecified)	0.2	4.1	4.0	-0.2	0.2	-7.0	3.5	4.5	0.1
O=S(=O)(Nc1nc2ccccc2nc1-[n+]1cccc(N=C([O-])c2ccc(Cl)cc2)c1)c1ccccc1	2.1	8.3	5.0	0.3	1.2	-1.3	10.0	7.3	-1.2
O=C(O)c1cc([N+](=O)[O-])c(N2CCCC2)c([N+](=O)[O-])c1	-1.0	-1.2	1.0	-0.3	-0.6	5.5	4.3	-0.1	2.2
CC1(C)Cc2c(sc(N)c2C#N)C(C)(C)N1	-11.1	-2.4	0.0	-0.1	-0.4	-2.0	6.1	-0.4	-1.9
Cc1cc(-c2nnc(CCC(=O)N(C)Cc3cccc4ccccc34)o2)no1	5.2	-6.7	0.0	-0.1	2.0	-14.8	9.2	0.6	2.0
N#Cc1nc(-c2ccc(OCc3ccccc3)cc2)oc1NCCCN1CCOCC1	4.7	9.0	0.0	0.2	-4.4	5.9	7.9	3.3	2.9
O=C(NN=C1CCCC1)c1cc(-c2ccc(F)cc2)nc2ccccc12	4.9	-13.8	4.0	-0.1	-2.7	5.0	1.0	0.5	-4.2
CCOc1cc(-c2noc(CCC(=O)N3CCOCC3)n2)ccc1OC	1.3	1.6	0.0	-0.1	0.8	13.6	5.2	4.7	0.0
CCC(=O)c1cn(CC(=O)Nc2cccc(OC)c2)c2ccccc12	2.3	-7.5	0.0	0.4	-2.7	10.6	-4.1	-7.4	-0.9
CC(C)c1nc(SCC(=O)Nc2ccc3c(c2)OCCO3)c2c(=O)n(C)c(=O)n(C)c2n1	0.7	-0.4	0.0	0.0	1.1	-9.8	4.5	4.2	2.8
CSc1nc2c(cc1C#N)CCC2	3.7	4.5	0.0	0.1	1.0	-4.3	4.9	7.3	-3.9
COc1ccc(CNc2ncnc(N)n2)cc1	13.6	-4.2	3.0	-0.1	0.0	6.3	1.7	1.8	3.0

Laid out differently: results already given
Fields – GLD-1 TGE inh | PME-1 inh | GRK2 inh | Efflux pump inh | MEX-5 binding | VLA-4 inh | BCLXL inh | MCL1-BIM inh | Fam108B counter
O=C1NC(Cc2c[nH]c3ccccc23)C(=O)N1CCOc1ccccc1 (stereo unspecified)
→ 0.2 | 4.1 | 4.0 | -0.2 | 0.2 | -7.0 | 3.5 | 4.5 | 0.1
O=S(=O)(Nc1nc2ccccc2nc1-[n+]1cccc(N=C([O-])c2ccc(Cl)cc2)c1)c1ccccc1
→ 2.1 | 8.3 | 5.0 | 0.3 | 1.2 | -1.3 | 10.0 | 7.3 | -1.2

A draw from above in order of molecular weight, falling.
SMILES	GLD-1 TGE inh	PME-1 inh	GRK2 inh	Efflux pump inh	MEX-5 binding	VLA-4 inh	BCLXL inh	MCL1-BIM inh	Fam108B counter
CC(C)c1nc(SCC(=O)Nc2ccc3c(c2)OCCO3)c2c(=O)n(C)c(=O)n(C)c2n1	0.7	-0.4	0.0	0.0	1.1	-9.8	4.5	4.2	2.8
N#Cc1nc(-c2ccc(OCc3ccccc3)cc2)oc1NCCCN1CCOCC1	4.7	9.0	0.0	0.2	-4.4	5.9	7.9	3.3	2.9
CC1(C)Cc2c(sc(N)c2C#N)C(C)(C)N1	-11.1	-2.4	0.0	-0.1	-0.4	-2.0	6.1	-0.4	-1.9
COc1ccc(CNc2ncnc(N)n2)cc1	13.6	-4.2	3.0	-0.1	0.0	6.3	1.7	1.8	3.0
CSc1nc2c(cc1C#N)CCC2	3.7	4.5	0.0	0.1	1.0	-4.3	4.9	7.3	-3.9

Screening results (PubChem)

Not all compounds are listed; count on the stated rates, not on these rows.
